Source: PubChem (National Center for Advancing Translational Sciences (NCATS))
12-LOX inh: Primary qHTS assay for inhibitors of human arachidonate 12S-lipoxygenase (ALOX12): Round 2; purified 12hLO, xylenol orange hydroperoxide absorbance; Potency, µM (highest dose often 108 µM), for inactives: at the highest dose activity change, negative = inhibition, hits mostly inhibitors; 1.1% of 580,000 active; further: on the % scale 0 is the no-effect control and ±100 the full control effect
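Hydroperoxide product was detected by ferrous iron/xylenol orange as the 573 to 405 nm absorbance ratio. Arachidonic acid at 40 uM (final) was turned over for 30 min at room temperature by 150 nM human 12hLO, pH 7.0 Hepes buffer, after 15 min compound preincubation.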
IDH1 R132H inh: qHTS for Inhibitors of mutant isocitrate dehydrogenase 1 (IDH1): qHTS. Isocitrate dehydrogenase [NADP] cytoplasmic (Homo sapiens), O75874. IDH1-R132H enzyme, NADPH consumption, diaphorase/resazurin fluorescence. Potency, µM (highest dose often 76.6 µM), for the others: at the top dose activity change, negative = inhibition, most hits filed as inhibitors. 0.093% of 390,000 active. AID 602179, 2012; further: on the % scale 0 is the no-effect control and ±100 the full control effect; nearly all actives have a fitted effect of over 65% in size
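IDH1-R132H (0.5 ug/mL dispensed) in pH 7.5 Tris buffer was preincubated 30 min with compound, then given a substrate mix of 0.016 mM NADPH and 2 mM alpha-KG for 80 min at room temperature; remaining NADPH was read by diaphorase/resazurin fluorescence.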
Vif-APOBEC3G blk: qHTS for Inhibitors of Vif-A3G Interactions: qHTS; AID 602310, 2012; DNA dC->dU-editing enzyme APOBEC-3G (Homo sapiens), Q9HC16; Potency, µM (series often up to 46.1 µM), inactives show at the top dose activity, negative = active, usual class: inhibitors; HeLa A3G-eYFP + Vif (tagged APOBEC3G with the HIV-1 protein that degrades it), YFP fluorescence, overnight; 0.076% of 410,000 active;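 further: on the % scale 0 is the no-effect control and ±100 the full control effect; nearly all actives have a fitted effect of over 60% in size; hits raise eYFP signal because A3G escapes Vif-driven loss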
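Read-out is eYFP fluorescence (Ex 488/Em 500-530) from Vif-expressing HeLa A3G-eYFP cells; more signal means A3G escaped Vif-mediated degradation. Cells plated overnight, compound pinned in, incubated overnight at 37 deg C.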
Vif-APOBEC3F blk: qHTS for Inhibitors of Vif-A3F Interactions: qHTS. AID 602313, 2012. Potency, µM (titrated, usually from 46.1 µM), for the others: top-dose activity, negative = active. 0.2% of 390,000 active. HeLa A3F-eYFP + Vif (tagged APOBEC3F with the HIV-1 protein that degrades it), YFP fluorescence increase; further: % of control where 0% means no effect; nearly all actives have a fitted effect of over 65% in size
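HeLa cells stably expressing Vif plus C-terminally eYFP-tagged A3F were seeded, incubated overnight at 37 deg C, dosed with compound, incubated overnight again at 37 deg C. Yellow fluorescence (Ex 488/Em 500-530) reported blocked Vif-mediated A3F-eYFP degradation.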
RGS4 inh: Inhibitors of Regulator of G Protein Signaling (RGS) 4: qHTS. Transcreener GDP fluorescence polarization, RGS4-accelerated GTP hydrolysis. Potency, µM (top dose mostly 114 µM), inactives show at the highest dose activity change, negative = inhibition, actives largely listed as inhibitors. AID 504845, 2011. 0.039% of 390,000 active. Regulator of G-protein signaling 4 (Homo sapiens), P49798; further: on the % scale 0 is the no-effect control and ±100 the full control effect; nearly all actives have a fitted effect of over 75% in size; some results filed as inactive show a strong effect at the top dose
Target sequence (P49798 whole entry, looked up): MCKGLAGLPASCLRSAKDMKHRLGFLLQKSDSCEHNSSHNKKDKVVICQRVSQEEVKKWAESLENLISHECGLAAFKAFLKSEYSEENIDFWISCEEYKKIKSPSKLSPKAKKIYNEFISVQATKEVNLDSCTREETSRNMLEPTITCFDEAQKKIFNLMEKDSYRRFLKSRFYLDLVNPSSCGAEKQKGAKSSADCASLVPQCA
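MLSMR compounds (23 nl, pin-transferred) preincubated 10 min at room temperature with a 500nM (2x) first reagent, then RGS4 at 900nM (2x) plus Transcreener GDP mix added; fluorescence polarization (620/688 nm) read before and after 90 min at 30 °C.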
RXFP1 ag: qHTS Assay for Agonists of the Relaxin Receptor RXFP1; HEK293T-RXFP1 cAMP TR-FRET, 30 min; response scale: percent of porcine relaxin response, buffer zero; Potency, µM (highest dose often 57.5 µM), without a hit: top-dose activation, hits mostly activators; AID 2676, 2010; Relaxin receptor 1 (Homo sapiens), Q9HBX9; 0.3% of 370,000 active; further: on the % scale 0 is the no-effect control and ±100 the full control effect; nearly all actives have a fitted effect of over 60% in size; many of its hits are not listed in these tables
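cAMP rise read by TR-FRET after 30 min, 37C compound exposure (up to 58 uM) in RXFP1-transfected HEK293 cells with Ro 20174 present. EC50 from Hill-equation fits, with 29 nM porcine relaxin as 100% and buffer as basal.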
TrxR1 substrate: qHTS Assay for Substrates of Mammalian Selenoprotein Thioredoxin Reductase 1 (TrxR1): qHTS; Thioredoxin reductase 1, cytoplasmic (Rattus norvegicus), O89049; purified TrxR1 substrate turnover, NADPH consumption readout; Potency, µM (doses to about 114 µM), for the others: at the top dose activity change, negative = substrate turnover; 0.01% of 390,000 active; AID 588456, 2011; further: on the % scale 0 is the no-effect control and ±100 the full control effect; nearly all actives have a fitted effect of over 50% in size
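Rat TrxR1, dispensed at 90 nM, was prereduced with 400 uM NADPH (final) for 5 min at ~22 deg C, then incubated with compound 15 min before 400 uM selenite. A first-read NADPH fluorescence drop versus no-compound background flagged substrates.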
USP1 inh: Inhibitors of USP1/UAF1: Primary Screen; recombinant USP1/UAF1, Ub-Rhodamine cleavage fluorescence; Potency, µM (doses to about 57.1 µM), inactives show at the top dose activity change, negative = inhibition, actives largely listed as inhibitors; 0.23% of 390,000 active; AID 743255, 2014; further: on the % scale 0 is the no-effect control and ±100 the full control effect; nearly all actives have a fitted effect of over 60% in size; inactives centre near -12
Target sequence (O94782 whole entry, looked up): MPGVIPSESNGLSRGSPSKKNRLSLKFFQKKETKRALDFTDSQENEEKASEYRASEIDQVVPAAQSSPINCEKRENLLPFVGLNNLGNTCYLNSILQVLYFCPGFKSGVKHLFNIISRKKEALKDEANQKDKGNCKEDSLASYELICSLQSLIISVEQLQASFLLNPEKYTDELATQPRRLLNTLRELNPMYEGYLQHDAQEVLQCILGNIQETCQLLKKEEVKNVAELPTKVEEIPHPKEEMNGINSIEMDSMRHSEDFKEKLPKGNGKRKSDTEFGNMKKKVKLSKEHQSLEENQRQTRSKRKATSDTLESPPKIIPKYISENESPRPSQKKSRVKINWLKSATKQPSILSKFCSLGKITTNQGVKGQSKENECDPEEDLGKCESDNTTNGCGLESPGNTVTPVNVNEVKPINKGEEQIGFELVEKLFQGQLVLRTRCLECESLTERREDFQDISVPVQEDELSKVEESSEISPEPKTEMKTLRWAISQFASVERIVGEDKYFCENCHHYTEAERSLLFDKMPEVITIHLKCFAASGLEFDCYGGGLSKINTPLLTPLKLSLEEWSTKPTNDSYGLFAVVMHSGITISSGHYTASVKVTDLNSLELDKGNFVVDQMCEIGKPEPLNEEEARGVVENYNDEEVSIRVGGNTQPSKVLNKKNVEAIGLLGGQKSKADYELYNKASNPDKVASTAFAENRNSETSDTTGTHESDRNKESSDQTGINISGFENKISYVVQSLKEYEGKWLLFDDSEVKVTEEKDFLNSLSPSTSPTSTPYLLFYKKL
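In this screen, compounds sit with the deubiquitinase complex (1nM) for 15 min at room temperature before Ub-Rho is added at 150nM final. Fluorescence rise is then followed for 6 reads every 60 seconds.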
rTrxR1 inhibitor: qHTS Assay for Inhibitors of Mammalian Selenoprotein Thioredoxin Reductase 1 (TrxR1): qHTS. 1% of 390,000 active. Potency, µM (titrated, usually from 114 µM), without a hit: at the top dose activity change, negative = inhibition, most hits filed as inhibitors. Thioredoxin reductase 1, cytoplasmic (Rattus norvegicus), O89049. recombinant rTrxR1, NADPH fluorescence consumption, selenite substrate; further: on the % scale 0 is the no-effect control and ±100 the full control effect; nearly all actives have a fitted effect of over 65% in size
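Rat TrxR1 (90 nM in the dispensed reagent) was pre-reduced with 400 uM NADPH for 5 min at room temperature, then incubated with compound for 15 min. After 400 uM selenite was added, NADPH fluorescence (Ex 340/Em 450 nm) was followed for 8 min.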
* marks the source's active call; other numbers are inactive results; ? = inconclusive; / = no result given; [ ] = remark or other dose. The call rests on the fitted dose curve; in most records, active means well fitted curve in the direction sought with a large enough effect; inconclusive means small, poorly fitted or top-dose-only effect, or another doubt; inactive means no such curve, though single readings can be large; an effect the other way counts as inactive or inconclusive. Potency means the concentration at half of the fitted maximal effect.

mol	Vif-APOBEC3G blk	12-LOX inh	RXFP1 ag	Vif-APOBEC3F blk	USP1 inh	rTrxR1 inhibitor	RGS4 inh	IDH1 R132H inh	TrxR1 substrate
COCCCNC(=O)C(=O)Nc1cc2c3c(c1)CCC(=O)N3CCC2	3%	10%	-1.5%	3%	-10%	-22%	-19%[56.9 µM]	4%	-9%
CCCc1nn(C)c(C(=O)Nc2ccc(CC)cc2)c1Cl	0%	/	1.1%	0%	-20%	3%	4%	2%	-6%
CCCn1c(C)cc(C(=O)COC(=O)c2ccc(Cl)c(S(=O)(=O)N3CCCC3)c2)c1C	1%	0%	3.8%	-2%	-25%	18%[57.1 µM]	-36%	1%	-7%[57.1 µM]
CCOC(=O)C1CC(c2ccccc2)=NN1c1ccccc1 (stereo not drawn)	-8%	?	/	0%	-25%	/	/	10%	/
CCn1c(SCC(=O)Nc2nncs2)nnc1C(C)NC(=O)c1ccccc1Br (stereo not drawn)	4%	-1%	-5.4%	-2%	-18%	6%[57.1 µM]	23%	4%	-3%
CC(=O)Nc1ccc(N/C=C/C(=O)c2ccccc2)cc1	1%	-30%	-0.2%	3%	-34%	6%[57.1 µM]	-17%	1%	-7%
CSc1c(C#N)sc(=S)n1-c1ccc(C)cc1	-1%	-15%	4.0%	10%	?	20%[57.1 µM]	-22%	1%	1%
Cc1sc(-c2c(C#N)c(N)nc3c2CCCCCC3)cc1[N+](=O)[O-]	-12%	9%	/	?	-4%	14%	8%	0%	3%
CCc1ccc(NC(=O)CS(=O)CC(=O)Nc2ccc(-n3cnnn3)c(C)c2)cc1 (stereo not drawn)	-1%	-6%	0.3%	-20%	21%	13%	9%	-10%	-1%
CCN(CC)S(=O)(=O)c1ccc2c(c1)c(=O)c(C(=O)NCCCN(C)c1ccccc1)cn2C	1%	-26%	2.1%	3%	-5%	-9%	25%	3%	-18%
O=C(NCc1ccccn1)c1nnc(Cc2ccc(Cl)cc2)o1	0%	9%	1.1%	-3%	7%	29%	25%	-16%	2%
O=C(CCCC(=O)c1ccc(O)cc1)c1ccc(O)cc1	-13%	-21%	-1.3%	8%	-2%	2%[57.1 µM]	-9%	0%	-4%[57.1 µM]
O=C1NC(C(=O)O)=CC(c2ccc([N+](=O)[O-])cc2)N1 (stereo not drawn)	3%	?	7.4%	4%	-20%	-6%	-41%	-4%	-7%
COCCCNC(=O)Cn1ncc2ccsc2c1=O	-1%	17%	2.9%	4%	-18%	9%	-6%	14%	6%[57.1 µM]
Cc1cccc(C(=O)N2CCC(=O)N(C(COCc3ccccc3)Cc3ccccc3)CC2)c1 (stereo not drawn)	-17%	0%	1.3%	4%	-5%	33%[57.1 µM]	-19%	-1%	11%[57.1 µM]
COc1ccc2cc(C3(C)NC(=O)N(CC(=O)N4CCCCC4)C3=O)ccc2c1 (stereo not drawn)	-1%	10%	/	13%	?	0%	-3%	-3%	0%
CCOc1ccc(S(=O)(=O)NCCC(=O)NCc2ccco2)cc1	-5%	-4%	0.1%	3%	-5%	-9%	-13%	1%	4%[57.1 µM]
O=C(CSc1nnnn1C1CCCCC1)NCc1ccco1	2%	0%[57.4 µM]	0.8%	-4%	-16%	8%[11.4 µM]	-26%	4%	-22%[11.4 µM]
C/C(=N\NC(=O)CCC(=O)Nc1ccccc1)c1cccs1	0%	?	-1.3%	2%	-11%	-11%	-23%	3%	-5%
CC(=O)OCC(NC(=O)C(Cc1ccccc1)NC(=O)OC(C)(C)C)C1OC(n2cc(C)c(=O)[nH]c2=O)C(OC(C)=O)C1OC(C)=O (stereo not drawn)	2%	/	/	/	/	-11%	3%	/	-8%
CCOC(=O)n1c(=O)n(Cc2ccccc2Cl)c2ccccc21	-17%	8%	-2.9%	-19%	-6%	13%[57.1 µM]	6%	1%	11%[57.1 µM]
Cn1c(=O)n(C)c2cc(N3CCCCC3)c(NC(=O)c3cccc(Cl)c3)cc21	-7%	1%	4.9%	-3%	-23%	10%	-7%	0%	2%
COc1ccc(CCN(C)C(=O)CN2C(=O)NC3(CCCc4ccccc43)C2=O)cc1OC (stereo not drawn)	1%	-20%	1.3%	-4%	-6%	-2%	-38%	8%	-3%
O=S(=O)(NCC(c1ccccc1)N1CCc2ccccc21)c1ccc(Cl)cc1 (stereo not drawn)	/	?	-1.5%	/	-19%	-2%	17%	/	-4%
Cc1ccccc1SCC(=O)NCCCn1ccnc1	3%	3%	-1.4%	-4%	0%	14%	-20%	8%	2%
Oc1cccc(/C=N/NC(=S)NCCN2CCOCC2)c1O	-8%	-12%	0.3%	1%	-14%	-9%	-8%	4%	-9%
CCCCCCNCc1cccc(Br)c1	-1%	-9%	0.6%	-18%	-20%	10%	-25%	7%	10%
CCOC(=O)C1CCN(C(=O)c2oc3ccc4c(c3c2C)C(O)CC2(CCCCC2)O4)CC1 (stereo not drawn)	0%	0%	0.0%	4%	-22%	-2%	26%	-7%	-2%
Cc1ccc(NC(=O)c2c(C(F)(F)F)nn(C)c2Cl)cc1C	0%	?	-3.2%	-5%	-10%	17%	10%	2%	2%
O=C(Nc1ccc(S(=O)(=O)NC2=NCCCCC2)cc1)c1ccc(Cl)cc1Cl	2%	-9%	0.2%	-1%	-16%	19%	-2%	3%	1%
O=C(CSCc1ccc([N+](=O)[O-])cc1)Nc1ccccc1C(=O)O	-3%	-14%	3.3%	-11%	-5%	8%[57.1 µM]	-11%	5%	10%[57.1 µM]
CC[n+]1c(C)cc2c(sc3ccccc32)c1C	7%	?	7.8%	-7%	-21%	19%	-11%	4%	31%
Cc1ccc2c(c1)CCCN2C(=O)c1cc(C)c(C)s1	-7%	-2%	3.2%	-1%	-19%	-4%	17%	3%	-2%
CCCCCCCCC(=O)Nc1cc(C)ccc1OC	-3%	15%	1.6%	1%	-24%	9%	-4%	3%	2%
CC(C)n1c(=O)c2c(O)cc(=O)oc2c2ccccc21	-14%	?	2.3%	1%	-27%	3%[57.1 µM]	10%	-2%	-2%[57.1 µM]
CCN(c1cccc(C)c1)S(=O)(=O)c1cccc2nsnc12	1%	0%	0.4%	-12%	-20%	-6%	-24%	3%	-3%
COC(=O)/C=C1/SC(=Nc2ccc(Cl)c(Cl)c2)NC1=O	-6%	-24%	2.0%	-24%	-3%	19%[11.4 µM]	?	-2%	5%[11.4 µM]
O=C(CSc1nnc2ccc(-c3ccccn3)nn12)Nc1ccccc1	1%	-16%	-0.8%	4%	-4%	5%	1%	2%	28%

Some of the entries so far, with each value named:
smiles: CC(C)n1c(=O)c2c(O)cc(=O)oc2c2ccccc21
  Vif-APOBEC3G blk = -14%	12-LOX inh = ?	RXFP1 ag = 2.3%	Vif-APOBEC3F blk = 1%	USP1 inh = -27%	rTrxR1 inhibitor = 3%[57.1 µM]	RGS4 inh = 10%	IDH1 R132H inh = -2%	TrxR1 substrate = -2%[57.1 µM]

smiles: CCN(c1cccc(C)c1)S(=O)(=O)c1cccc2nsnc12
  Vif-APOBEC3G blk = 1%	12-LOX inh = 0%	RXFP1 ag = 0.4%	Vif-APOBEC3F blk = -12%	USP1 inh = -20%	rTrxR1 inhibitor = -6%	RGS4 inh = -24%	IDH1 R132H inh = 3%	TrxR1 substrate = -3%

smiles: COC(=O)/C=C1/SC(=Nc2ccc(Cl)c(Cl)c2)NC1=O
  Vif-APOBEC3G blk = -6%	12-LOX inh = -24%	RXFP1 ag = 2.0%	Vif-APOBEC3F blk = -24%	USP1 inh = -3%	rTrxR1 inhibitor = 19%[11.4 µM]	RGS4 inh = ?	IDH1 R132H inh = -2%	TrxR1 substrate = 5%[11.4 µM]

smiles: O=C(CSc1nnc2ccc(-c3ccccn3)nn12)Nc1ccccc1
  Vif-APOBEC3G blk = 1%	12-LOX inh = -16%	RXFP1 ag = -0.8%	Vif-APOBEC3F blk = 4%	USP1 inh = -4%	rTrxR1 inhibitor = 5%	RGS4 inh = 1%	IDH1 R132H inh = 2%	TrxR1 substrate = 28%

This is a subset (hit frequency here may not be typical).
